SNCA expr inhib – reduces expression of the alpha-synuclein gene; AID 1671194; Potency, µM (top dose mostly 57.2 µM), for the others: at the highest dose activity change, negative = inhibition, usual class: inhibitors; HEK-293 SNCA-luciferase knock-in, luminescence, 24 h; 0.17% of 140,000 active;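 also: potency is read from the fitted curve at half-maximal effect; plate controls were DMSO cells for no effect and cell-free wells for full effect; nearly all actives have a fitted effect of over 45% in size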
GPT2 inh – blocks human glutamate pyruvate transaminase 2 | Q8TD30 | Recombinant GPT2, coupled pyruvate oxidase/HRP Amplex Red fluorescence | Potency, µM (series often up to 57.7 µM), inactives show at the top dose activity change, negative = inhibition, hits mostly inhibitors | 0.25% of 100,000 active | AID 1671188; also: potency is read from the fitted curve at half-maximal effect; nearly all actives have a fitted effect of over 60% in size; many of its hits are not listed in these tables
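Fluorescence of coupled pyruvate oxidase/HRP/Amplex Red system (50uM Amplex, 30 min, dark) reports pyruvate formed by GPT2. Enzyme reaction: 10ng/uL GPT2, 2mM L-alanine, 250uM a-KG, 30 min room temperature, pH 7.5; 50uM AOA control.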
FLuc inh – inhibitors of firefly (Photinus pyralis) luciferase; 2.5% of 76,000 active; Potency, µM (top dose mostly 115 µM), without a hit: at the top dose activity change, negative = inhibition, actives largely listed as inhibitors; AID 1347043; purified P. pyralis luciferase, luminescence, biochemical; P08659; also: potency is read from the fitted curve at half-maximal effect; nearly all actives have a fitted effect of over 65% in size
Target sequence (P08659 whole entry, looked up): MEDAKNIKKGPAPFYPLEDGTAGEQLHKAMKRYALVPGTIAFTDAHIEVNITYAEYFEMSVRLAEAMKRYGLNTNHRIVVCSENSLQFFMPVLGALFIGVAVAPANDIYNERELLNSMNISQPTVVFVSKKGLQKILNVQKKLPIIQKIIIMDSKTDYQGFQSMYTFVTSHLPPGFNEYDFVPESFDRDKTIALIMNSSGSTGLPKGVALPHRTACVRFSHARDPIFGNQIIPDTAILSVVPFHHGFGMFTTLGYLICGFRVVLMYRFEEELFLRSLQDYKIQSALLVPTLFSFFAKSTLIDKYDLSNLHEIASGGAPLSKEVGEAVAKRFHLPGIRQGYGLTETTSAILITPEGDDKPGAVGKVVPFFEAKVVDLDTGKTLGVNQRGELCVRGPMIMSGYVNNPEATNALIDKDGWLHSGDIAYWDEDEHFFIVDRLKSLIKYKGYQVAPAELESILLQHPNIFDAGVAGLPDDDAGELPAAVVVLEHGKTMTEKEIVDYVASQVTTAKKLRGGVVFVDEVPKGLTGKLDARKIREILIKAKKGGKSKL
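Luminescence read by CCD imaging after purified firefly luciferase (10nM final) was added to substrate buffer holding 10uM D-luciferin and 10uM ATP, pH 7.5, pre-dosed with compound.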
IP6K1 inhibitor – blocks human inositol hexakisphosphate kinase 1; Q92551; IP6K1 kinase, ADP-Glo luminescence, 2 h; stronger effect = lower value; activity change, % (series mostly up to about 58 µM); 0.81% of 140,000 active; in the data active = activity change below about -25%
Target sequence (Q92551 whole entry, looked up): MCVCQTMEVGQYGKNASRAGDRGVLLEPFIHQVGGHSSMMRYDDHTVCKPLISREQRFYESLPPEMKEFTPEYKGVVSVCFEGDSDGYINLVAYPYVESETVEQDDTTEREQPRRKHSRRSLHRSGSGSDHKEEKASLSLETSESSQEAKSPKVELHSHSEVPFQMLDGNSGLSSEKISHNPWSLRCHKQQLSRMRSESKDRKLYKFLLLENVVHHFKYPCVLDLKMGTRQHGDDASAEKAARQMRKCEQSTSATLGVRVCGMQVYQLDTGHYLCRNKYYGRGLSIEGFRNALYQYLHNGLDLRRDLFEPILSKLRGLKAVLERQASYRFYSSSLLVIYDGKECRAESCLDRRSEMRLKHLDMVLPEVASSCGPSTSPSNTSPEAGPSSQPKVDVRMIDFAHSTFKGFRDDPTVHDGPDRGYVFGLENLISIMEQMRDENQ
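ADP-Glo luminescence measures ADP made by human IP6K1 during a 2 h RT reaction with ATP/IP6 (mix at 1.3 mM/130 uM); top library doses 57.5 and 19.1 uM final.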
NIH3T3 tox – kills NIH 3T3 cells | NIH 3T3 viability, CellTiter-Glo ATP luminescence, 48-72 h | Potency, µM (series often up to 96.7 µM), inactives show at the top dose activity change, negative = cytotoxicity, usual class: inhibitors | 4.3% of 94,000 active | AID 1345082; also: potency is read from the fitted curve at half-maximal effect; nearly all actives have a fitted effect of over 55% in size
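First NIH 3T3 cells are plated at 400 cells/well; next compound is pinned in; then plates incubate 48 or 72 hr at 37 °C; finally CellTiter-Glo is added and luminescence read after 10 min.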
SNCA viab count – counter-screen for SNCA expression inhibitors: cell viability; HEK-293-SNCA-luc viability, GF-AFC fluorescence, 24 h; Potency, µM (highest dose often 57.1 µM), inactives show at the top dose activity change, negative = cytotoxicity, most hits filed as cytotoxic; 0.12% of 150,000 active; AID 1671193;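 also: potency is read from the fitted curve at half-maximal effect; 0% = DMSO-treated cells and -100% = medium-only wells without cells; nearly all actives have a fitted effect of over 30% in size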
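HEK-293-SNCA-luc cells (1500/well) plated 24 h, then exposed 24 h to a dilution series; GF-AFC added 30 min at 37C, fluorescence 405/540 nm; normalised to medium-only and DMSO wells, Hill fit.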
HEK293 tox – kills HEK 293 cells; HEK 293 viability, ATP luminescence (CellTiter-Glo), 48-72 h; Potency, µM (titrated, usually from 115 µM), inactives show top-dose activity change, negative = cytotoxicity, most hits filed as inhibitors; 6.6% of 94,000 active; AID 1345083; also: potency is read from the fitted curve at half-maximal effect; nearly all actives have a fitted effect of over 60% in size
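CellTiter-Glo luminescence (cellular ATP) was read after 48 or 72 hr of compound exposure at 37 degree Celsius. Cells were HEK 293 plated at 250 cells/well.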
An asterisk follows results filed as active; i = inactive; ? = inconclusive; / = no result given; & = joins results of further samples; [ ] = remark or other dose. Unless noted, calls follow the shape of the dose curve; as a rule, active = well fitted curve in the direction sought with a large enough effect; inconclusive = small, poorly fitted or top-dose-only effect, or another doubt; inactive = no such curve, though single readings can be large; an effect the other way counts as inactive or inconclusive. Unless noted, % is scaled to controls: 0 for no effect and ±100 for the full control effect. An excerpt; rates above refer to the full screens.

Compound	SNCA expr inhib	GPT2 inh	FLuc inh	IP6K1 inhibitor	NIH3T3 tox	SNCA viab count	HEK293 tox
Cc1cc(C)c(NC(=O)c2cc(S(=O)(=O)N3CCCC3)cn2C)c(C)c1	1%	/	/	3	/	?	/
COc1ccccc1-n1c(=O)c(C(=O)N2CCC(Cc3ccccc3)CC2)nc2cccnc21	7%	i	/	-4	-9%	-5%	-10%
C[C@@H](NC(=O)C1CCCC1)c1onc(-c2ccc(F)cc2)c1C(=O)O	-15%[87.6 µM]	-11%[88.5 µM]	-3%[172 µM]	8	3%[138 µM]	3%[87.6 µM]	i
COc1ccc(CCNC(=O)[C@@H]2CCCN2c2nccc(Nc3ccccc3Cl)n2)cc1	-12%	i	/	-3	-14%	-11%[12.5 µM]	?
CN1[C@@H](CCC(=O)N2CCN(c3ccccc3)CC2)CNC(=O)[C@@H]2[C@H]1CCN2Cc1cccc(Cl)c1	6%	-8%	1%	-8	?	-1%	?
COc1cccc(-c2cc(C(=O)N3CCC(c4nn(C)c(=O)n4C(C)C)CC3)[nH]n2)c1	29%	i	5%	5	-15%	0%	i
COCCNC(=O)c1cc(C2CC2)nc2c1c(C1CCCN1)nn2C (centres undefined)	0%	i	/	4	4%	1%	i
Cn1nnnc1SCCCNCc1cc(Cl)ccc1OCc1ccccc1F	34%[activator]	/	/	4	/	-20%	/
O=C(NCCO)c1ccc(-c2nnc(Nc3ccc(OC(F)(F)Cl)cc3)c3ccccc23)cc1	?	/	/	21	/	?	/
COc1cccc(NC(=O)O[C@@H]2CO[C@H]3[C@@H]2OC[C@@H]3Nc2nccc(-c3cccs3)n2)c1	-27%	-1%	-2%	-6	?	-1%	?
c1ccc(C2(c3ccccc3)CCCN(Cc3cscn3)C2)cc1	-4%	-10%[11.5 µM]	-1%	20	?	2%	40µM*
Cc1cc(C[C@@H]2COC[C@@H]2NC(=O)COc2cccc(C)c2C)on1	-28%	-6%	9%	2	1%	4%	-1%
COc1ccc(CNC(=O)CCc2cn(C)c3ccccc23)cc1	4%	/	/	22	/	-6%	/
CCOc1cc(C(=O)N2CCN(c3cc(-c4ccc(Cl)cc4)[nH]n3)CC2)cc(OCC)c1OCC	?	i	-1%	-5	32µM*	-11%	35µM*
COc1cc(OC)c(NC(=O)c2nnn(Cc3ccc(C)cc3)c2N)cc1Cl	-6%	/	/	-12	/	-10%	/
COc1cc(-c2nc(-c3c(C)noc3C)cc3cc(C)oc23)ccn1	19%[87.6 µM]	0%[88.5 µM]	1%[172 µM]	8	?	-7%[87.6 µM]	?
O=C(CN1C(=O)COc2ccc(S(=O)(=O)N3CCCCCC3)cc21)NCCc1ccccc1	-4%	/	/	6	/	?	/
Cc1ccc(C(=O)N2CCC(Cc3nc(C(C)C)no3)CC2)cc1C	?	2%	-14%	-27*	45µM*	-17%	?
CCn1nccc1C(=O)NCCc1ncc(C)n1Cc1ccccc1	-3%	i	-1%	15	-27%	-9%	?
CCOCN(C(=O)CSc1nc2ccccc2[nH]1)c1c(C)cccc1CC	-26%	/	/	-3	/	-15%	/
O=C(NCC1CCOCC1)c1ccco1	-18%	i	8%	-4	3%	-4%	-8%
CNC(C)c1c(F)cccc1F (centres undefined)	-28%[87.6 µM]	-16%[88.5 µM]	/	-16	-15%[174 µM]	-4%[87.6 µM]	0%[230 µM]
CC1CCN(S(=O)(=O)c2ccc3c(ccc(=O)n3CC(=O)Nc3ccc(C(C)C)cc3)c2)CC1	32%	/	/	-10	/	0%	/
COc1cccc(NC(=O)Cn2c(=O)cc(C)c3c(C)nn(-c4cccc(F)c4)c32)c1	?	/	/	-14	/	-6%	/
Fc1ccc(-c2noc(-c3ncn4c3COC(c3ccccc3Cl)C4)n2)cc1 (centres undefined)	20%	i	?	0	?	6%	?
COCC1CN(C)CC12CCN(C(=O)Cc1cccc(F)c1)CC2 (centres undefined)	-29%	i	2%	22	-17%	-6%	?
COc1cccc(CNC(=O)[C@@H]2C[C@@H](O)CN2C2CCN(C(=O)c3ccc4c(c3)OCO4)CC2)c1	-19%	3%	4%	17	-23%	-8%	?
COC(=O)c1sc(-c2ccccc2)cc1NC(=O)Nc1ccc(F)cc1	22%	/	/	7	/	-15%	/
CCOc1cc(=O)n2c(c1C(=O)Nc1cc(F)ccc1Cl)CCCC2	-27%	1%	7%	-14	?	-10%	?
Cc1cc(CN2CCC(N3CCOCC3=O)CC2)no1	56%&22%[activator][87.6 µM]	-21%[88.5 µM]	/	-3&-7	0%[138 µM]	2%&6%[87.6 µM]	-5%[172 µM]
Cc1ccc(-n2cc(CN3CCN(C)C(CCO)C3)cn2)cc1 (centres undefined)	83%[activator]	-8%	-16%	10	-8%	2%	-28%
O=C(Cn1cccc1-c1nc(-c2ccc3c(c2)OCO3)no1)NCc1ccc(F)cc1	24%	i	5%	17	-6%	4%	-2%
Cc1cc(C)cc(NC(=O)CCC(=O)N2CCSc3ccccc32)c1	?	/	/	17	/	-21%	/
COc1cccc(CN2CCc3nc(N4CCOCC4)[nH]c(=O)c3CC2)c1OC	-14%	1%	1%	0	-1%	2%	1%
COc1cccc(N2C(=O)NC(=NC3CCCCC3)C23CCN(Cc2ccsc2)CC3)c1	9%	i	/	-6	-16%	6%	-11%
Cc1ccc(-c2nc(C(=O)NCc3ccc(F)cc3Cl)no2)cc1	11%	i	-27%	4	?	10%	?
CCOC(=O)CSc1nc2sc3c(c2c(=O)n1Cc1ccccc1)CC(C(C)C)OC3 (centres undefined)	-10%	/	/	17	/	-15%	/
COCc1nc(CNC(=O)c2sc3cccc(F)c3c2Cl)no1	79%[activator]	i	-16%	14	?	10%	-28%
COC(=O)c1nc(NC(=O)Cn2nc3c(cc2=O)CCCCC3)sc1C	6%	i	3%	12	1%	-17%	-20%
COc1ccccc1CNC(=O)C1CCN(S(=O)(=O)c2ccc3c(ccn3C)c2)CC1	-3%	/	/	12	/	6%	/

Arranged by length of the SMILES (high to low): 11 of the compounds above
Compound	SNCA expr inhib	GPT2 inh	FLuc inh	IP6K1 inhibitor	NIH3T3 tox	SNCA viab count	HEK293 tox
COc1cccc(CNC(=O)[C@@H]2C[C@@H](O)CN2C2CCN(C(=O)c3ccc4c(c3)OCO4)CC2)c1	-19%	3%	4%	17	-23%	-8%	?
CC1CCN(S(=O)(=O)c2ccc3c(ccc(=O)n3CC(=O)Nc3ccc(C(C)C)cc3)c2)CC1	32%	/	/	-10	/	0%	/
COc1cccc(NC(=O)Cn2c(=O)cc(C)c3c(C)nn(-c4cccc(F)c4)c32)c1	?	/	/	-14	/	-6%	/
O=C(Cn1cccc1-c1nc(-c2ccc3c(c2)OCO3)no1)NCc1ccc(F)cc1	24%	i	5%	17	-6%	4%	-2%
CCOC(=O)CSc1nc2sc3c(c2c(=O)n1Cc1ccccc1)CC(C(C)C)OC3 (centres undefined)	-10%	/	/	17	/	-15%	/
COC(=O)c1sc(-c2ccccc2)cc1NC(=O)Nc1ccc(F)cc1	22%	/	/	7	/	-15%	/
CCOc1cc(=O)n2c(c1C(=O)Nc1cc(F)ccc1Cl)CCCC2	-27%	1%	7%	-14	?	-10%	?
Cc1cc(C)cc(NC(=O)CCC(=O)N2CCSc3ccccc32)c1	?	/	/	17	/	-21%	/
Cc1ccc(-n2cc(CN3CCN(C)C(CCO)C3)cn2)cc1 (centres undefined)	83%[activator]	-8%	-16%	10	-8%	2%	-28%
Cc1cc(CN2CCC(N3CCOCC3=O)CC2)no1	56%&22%[activator][87.6 µM]	-21%[88.5 µM]	/	-3&-7	0%[138 µM]	2%&6%[87.6 µM]	-5%[172 µM]
CNC(C)c1c(F)cccc1F (centres undefined)	-28%[87.6 µM]	-16%[88.5 µM]	/	-16	-15%[174 µM]	-4%[87.6 µM]	0%[230 µM]

The list goes on.
Compound	SNCA expr inhib	GPT2 inh	FLuc inh	IP6K1 inhibitor	NIH3T3 tox	SNCA viab count	HEK293 tox
Cc1cccc(C(=O)N2CCc3[nH]nc(C(=O)N(C)C)c3C2)c1	15%	i	-9%	6	1%	10%	-1%
CCn1nccc1C(=O)N1CCCCCCNC(=O)CC1	6%	i	-8%	-6	-29%	5%	-22%
CCN(CC)C1CCOC2(CCN(C(=O)c3sc(C)nc3C)CC2)C1 (centres undefined)	3%	-10%	-6%	12	1%	8%	1%
CSc1ncc(CN2CCC(n3nccc3NC(=O)Cc3ccccc3)CC2)cn1	17%	i	0%	1	-25%	-3%	-11%
CCCNC(=O)Cn1ccn2nc(-c3ccc(F)cc3)c(CO)c2c1=O	?	1%	0%	6	3%	-4%	-7%
Cc1nn2c(=O)cc(COC(=O)c3cccc(NC(=O)c4ccc(F)cc4)c3)nc2s1	90%[activator]	/	/	6	/	-1%	/
C=CCOC(=O)C1=C(C)N=C2SC=C(CC(=O)NC3CC3)N2C1c1cc(OC)cc(OC)c1 (centres undefined)	-14%	i	-4%	17	-30%	-11%	-21%
Cc1ccc2oc(CN3CCCn4nc(C(O)CN(C)C)cc4C3)c(C)c2c1 (centres undefined)	1%	0%[11.5 µM]	10%	15	?	3%	?
CC(=O)c1ccc(NC(=O)Cn2cc(S(=O)(=O)Cc3cccc(Cl)c3)c3ccccc32)cc1	?	/	/	15	/	-22%	/
CC(C)c1cc(C(=O)N2CC[C@H](NC(=O)C3CC3)C2)n[nH]1	/	-2%	/	-6	/	0%	/
CC(C)[C@]1(O)CN(S(=O)(=O)c2ccc3c(c2)CCC(=O)N3)C[C@H]1C	-21%	?	0%	4	-7%	7%	-2%
CC1Oc2ccc(NC(=O)c3cccs3)cc2CN(Cc2ccccc2)C1=O (centres undefined)	7%	i	-11%	6	?	11%	25µM*
C=CCNC(=O)C1N(C(C)C)C(=O)C12CCCC2 (centres undefined)	-5%	i	4%	-1	i	4%	i
COC[C@H]1CCCN1Cc1nc(C2(O)CCN(Cc3ccccc3O)CC2)cs1	-4%[87.6 µM]	-10%[88.5 µM]	-2%[172 µM]	16	?	1%[87.6 µM]	?

Assay outcomes from PubChem.
